TDP1 cell CPT – DT40-hTDP1 cell growth loss with CPT; chicken DT40 Tdp1-/-;hTDP1 cells + 20 nM CPT, ATP luminescence, 48 h; Potency, µM (highest dose often 46.2 µM), for inactives: at the highest dose activity change, negative = growth inhibition, actives largely listed as inhibitors; hit rate 12% among 420,000; note: nearly all actives have a fitted effect of over 55% in size
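Cell growth measured by CellTiter-Glo luminescence after a minimum 48 h, 37 C compound exposure with 20 nM CPT in Tdp1-knockout DT40 cells stably expressing hTDP1, seeded 400/well; qHTS titration format.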
DT40 TDP1 no CPT – qHTS for Inhibitors of human tyrosyl-DNA phosphodiesterase 1 (TDP1): qHTS in cells in absence of CPT; hit rate 15% among 420,000; DT40 Tdp1-/- hTDP1 cells, no CPT, ATP luminescence, 48 h; Potency, µM (doses to about 46.2 µM), for inactives: at the top dose activity change, negative = growth inhibition, usual class: inhibitors; note: nearly all actives have a fitted effect of over 55% in size
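DT40 Tdp1-/-;hTDP1 cells, no CPT (DMSO vehicle only), 400 cells/well; compounds pin-transferred; ≥48 hr, 37 °C; CellTiter-Glo 30 min RT dark, luminescence read.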
GCN5L2 inh – blocks human GCN5L2 histone acetyltransferase; Q92830; GCN5L2 HAT assay, ThioGlo1 CoA-SH fluorescence; Potency, µM (top dose mostly 58.9 µM), for inactives: top-dose activity change, negative = inhibition, usual class: inhibitors; hit rate 0.21% among 390,000; AID 504327
Target sequence (Q92830 whole entry, looked up): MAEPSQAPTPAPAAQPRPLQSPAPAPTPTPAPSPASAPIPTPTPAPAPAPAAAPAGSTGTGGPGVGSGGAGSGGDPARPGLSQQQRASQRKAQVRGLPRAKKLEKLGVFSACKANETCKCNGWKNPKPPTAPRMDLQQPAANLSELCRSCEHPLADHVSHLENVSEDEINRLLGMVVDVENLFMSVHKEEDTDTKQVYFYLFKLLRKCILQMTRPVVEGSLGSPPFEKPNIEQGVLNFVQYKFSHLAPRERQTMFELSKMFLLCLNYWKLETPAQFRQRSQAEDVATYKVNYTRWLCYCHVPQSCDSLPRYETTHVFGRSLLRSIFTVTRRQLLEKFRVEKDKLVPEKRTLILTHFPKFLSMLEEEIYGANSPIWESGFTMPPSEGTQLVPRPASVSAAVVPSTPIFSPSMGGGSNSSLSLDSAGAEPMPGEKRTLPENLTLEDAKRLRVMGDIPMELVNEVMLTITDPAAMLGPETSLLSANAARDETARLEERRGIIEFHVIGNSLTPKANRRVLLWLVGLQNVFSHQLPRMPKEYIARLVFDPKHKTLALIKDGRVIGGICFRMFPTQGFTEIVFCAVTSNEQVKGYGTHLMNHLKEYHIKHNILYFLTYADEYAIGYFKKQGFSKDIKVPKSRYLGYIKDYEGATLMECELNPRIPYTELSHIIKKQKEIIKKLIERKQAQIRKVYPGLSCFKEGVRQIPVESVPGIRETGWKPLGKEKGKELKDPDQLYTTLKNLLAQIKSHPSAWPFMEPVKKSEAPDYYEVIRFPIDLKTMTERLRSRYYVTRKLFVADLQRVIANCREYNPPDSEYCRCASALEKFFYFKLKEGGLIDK
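Compounds, pin-transferred from DMSO stocks, meet 20nM GCN5L2 for 15 min before the reaction begins with H3(1-25) peptide (75uM) and acetyl-CoA (70uM). Thiol-reactive ThioGlo1 reports CoA release over 20 min at room temperature.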
* = called active by the depositor; ? = inconclusive; · = no result given; [ ] = remark or other dose. Calls come from the whole dose curve; as a rule, active = well fitted curve in the direction sought with a large enough effect; inconclusive = small, poorly fitted or top-dose-only effect, or another doubt; inactive = no such curve, though single readings can be large; an effect the other way counts as inactive or inconclusive. % is set by controls: 0 for no effect and ±100 for the full control effect; potency is the fitted concentration of half-maximal effect. This is a random part of the collection; overall some 18% were active at least once.

| compound | TDP1 cell CPT | DT40 TDP1 no CPT | GCN5L2 inh |
| --- | --- | --- | --- |
| COCCNc1nnc(SCC(=O)NC(=O)c2ccc(Cl)cc2)s1 | -20% | -12% | -2% |
| O=C(NNc1ccc(F)cc1)c1c(F)cccc1Cl | -3% | -24% | -5% |
| COc1ccc(Br)cc1/C=N/NC(=O)Cn1nnnc1N | ? | ? | -16% |
| COc1ccc(N2CCN(c3nc(=S)n(-c4ccccc4)c(C)c3C(C)=O)CC2)cc1 | -11% | -7% | -20% |
| CCOC(=O)c1cccc(NC(=O)CSc2nnc(COc3ccccc3)n2CC)c1 | -25% | -14% | -2% |
| O=C(Nc1ccc2ccccc2c1)c1cccc(F)c1 | -8% | -6% | 0% |
| COc1ccc(N(CC(=O)N/N=C/c2ccc(C(=O)O)cc2)S(=O)(=O)c2ccc(NC(C)=O)cc2)cc1 | 17% | -3% | ? |
| COc1ccc(CNC(=O)Cn2c(SCC(=O)N(C)c3ccccc3)nc3ccccc32)cc1 | ? | 18µM* | 5% |
| COc1ccc(S(=O)(=O)N2CCN(C(=O)C3CCCO3)CC2)cc1 (stereo not given) | 6% | -3% | -16% |
| COc1ccccc1C(=O)NNC(=O)c1cccc(O)c1 | -6% | -13% | -5% |
| Cc1ccccc1OCc1ccc(-c2nc(C#N)c(NCc3cccnc3)o2)o1 | 15µM* | 21µM* | -16% |
| O=S(=O)(c1ccc(Cl)cc1)c1nc(-c2cccs2)oc1SCc1ccc(F)cc1 | 21µM* | ? | -6% |
| O=C(O)c1cccc(NC(=O)c2cc(S(=O)(=O)N3CCOCC3)cs2)c1 | 3% | -20% | -5% |
| Cc1cc(C(=O)NC(C)Cc2ccccc2)cc(C)c1[N+](=O)[O-] (stereo not given) | 12% | -25% | -2% |
| CCCOc1ccc(NC(=O)CC2C(=O)N(c3ccc(Cl)cc3)C(=O)N2CCc2ccncc2)cc1 (stereo not given) | ? | 26µM* | -12% |
| C=CCN1C(=O)C(CC(=O)Nc2ccc(OC)cc2)N(Cc2ccco2)C1=S (stereo not given) | -7% | -18% | -5% |
| COc1ccc(CNC(=O)CCCC(=O)n2nc(C)c3ccccc32)cc1 | 2% | 16% | -4% |
| CC(=O)Nc1ccc(S(=O)(=O)N2CCC(C(=O)NCCc3ccc(Cl)cc3)CC2)cc1 | ? | ? | -1% |
| Nc1nc(CN2CCN(c3ccccc3F)CC2)nc(N2CCCc3ccccc32)n1 | -7% | -23% | -5% |
| Cc1cc2nc(-c3ccc(OCc4ccccc4F)cc3)cc(C(F)(F)F)n2n1 | ? | ? | -9% |
| CCCCc1c(-c2ccccc2OC)ncn1CCc1ccccc1Cl | 7.3µM* | 15µM* | · |
| CCOc1ccc(NC(=O)C2CCN(c3nnc(-n4c(C)ccc4C)s3)CC2)cc1 | 23µM* | 13µM* | 3% |
| Cc1cccc2cc(CN(Cc3cccs3)S(=O)(=O)c3ccc4c(c3)OCCO4)c(=O)[nH]c12 | ? | 23µM* | -5% |
| O=C(/C=C/c1ccc2c(c1)OCO2)c1ccco1 | -19% | -27% | -20% |
| CC(=O)Nc1ccc(C(=O)N2CCCC2)cc1 | -3% | 8% | -8% |

Compound profiles, from the list above. Screens in order: TDP1 cell CPT, DT40 TDP1 no CPT, GCN5L2 inh
O=C(/C=C/c1ccc2c(c1)OCO2)c1ccco1 is listed with -19%, -27%, -20%
Cc1cc2nc(-c3ccc(OCc4ccccc4F)cc3)cc(C(F)(F)F)n2n1 is listed with ?, ?, -9%
Nc1nc(CN2CCN(c3ccccc3F)CC2)nc(N2CCCc3ccccc32)n1 is listed with -7%, -23%, -5%
O=C(O)c1cccc(NC(=O)c2cc(S(=O)(=O)N3CCOCC3)cs2)c1 is listed with 3%, -20%, -5%
CCOc1ccc(NC(=O)C2CCN(c3nnc(-n4c(C)ccc4C)s3)CC2)cc1 is listed with 23µM*, 13µM*, 3%

Limited to TDP1 cell CPT and DT40 TDP1 no CPT, for two of the compounds above:
Structure,TDP1 cell CPT,DT40 TDP1 no CPT
COc1ccc(Br)cc1/C=N/NC(=O)Cn1nnnc1N,?,?
COc1ccc(CNC(=O)CCCC(=O)n2nc(C)c3ccccc32)cc1,2%,16%

New compounds follow.
| compound | TDP1 cell CPT | DT40 TDP1 no CPT | GCN5L2 inh |
| --- | --- | --- | --- |
| COc1ccc([C@H]2CC(=O)C[C@@H](CCn3cc(CC4CCCC4)nn3)O2)cc1 | ? | -24% | · |
| Cc1cc(C)n2nc(SC(C)C(=O)Nc3ccc(Cl)cn3)nc2n1 (stereo not given) | 7% | 0% | -5% |
| CC(NC(c1ccccc1)c1ccccc1)C(=O)N1CCCc2ccccc21 (stereo not given) | 12µM* | 10µM* | -5% |
| COCCNC(=O)c1cc2c(c(-c3cccc(-c4cc5ccccc5o4)c3)n1)[C@@H](CCO)N(S(=O)C(C)(C)C)C2 (stereo not given in full) | 16µM* | ? | · |
| COc1ccc(C2CC(=O)N(Cc3cccc(C)c3)c3c2c(C)nn3-c2nc(C)cc(C)n2)c(OC)c1 (stereo not given) | ? | ? | -2% |
| COc1ccccc1N1CCN(CCC(=O)Nc2ccc(F)cc2)CC1 | -4% | -7% | -4% |
| COc1cccc(-c2cc(C(=O)Nc3cc(Cl)ccc3O)on2)c1 | -22% | -26% | -13% |
| CCN(CC)c1ccc(/C=C(/C#N)C(=O)NC(C)C)o1 | 9% | -7% | 1% |
| COc1cccc(NC(=S)N2c3ccccc3CC2C)c1 (stereo not given) | -24% | 6% | -37% |
| CN(C(=O)c1cccc(Cl)c1)C1CCCN(Cc2ccccc2F)C1 (stereo not given) | -28% | -18% | -5% |
| O=C1c2ccccc2C(O)N1Cc1ccccc1Cl (stereo not given) | -5% | -7% | -8% |
| CC(=O)NC(CC(=O)OC(C)C(=O)Nc1ccc(Cl)cn1)c1ccccc1 (stereo not given) | -3% | -12% | -7% |
| N#Cc1ccc(CN2CC[C@@]3(CCCN(C(=O)c4ccco4)C3)C2)cc1 | 9% | -14% | -9% |
| CS(=O)(=O)N1CCCC(c2nc(-c3ccc(S(=O)(=O)NCc4ccccc4)cc3)no2)C1 (stereo not given) | 13µM* | 10µM* | -2% |
| Cc1cnc(=O)[nH]c1SCc1cccc([N+](=O)[O-])c1 | 4% | 3% | -5% |
| O=C(/C=C/c1ccc([N+](=O)[O-])cc1)NCc1cccs1 | ? | ? | -3% |
| Cc1ccc(Cn2c(Sc3ncccn3)nc3c2c(=O)[nH]c(=O)n3C)cc1 | ? | 16µM* | -1% |
| Cc1ccc(S(=O)(=O)Cn2nnnc2C(CC(C)C)N2CCN(C)CC2)cc1 (stereo not given) | -4% | 0% | ? |
| O=C(O)c1ccc2c(c1)C(=O)N(c1ccc(Nc3ccccc3)cc1)C2=O | -10% | 5% | -8% |
| CC(C)Cc1nnc(NC(=O)CC(=O)Nc2ccccc2C(=O)O)s1 | -12% | 0% | 2% |
| CC1(c2ccccc2)NC(=O)N(CC(=O)Nc2ccccc2N2CCCCC2)C1=O (stereo not given) | ? | ? | -3% |
| O=C(NC(Cc1ccccc1)C(=O)O)/C(=C\c1ccco1)NC(=O)c1ccccc1Br (stereo not given) | 2% | -1% | 0% |
| CCOC(=O)c1cc(-c2ccccc2)sc1NC(=O)CSc1nnnn1C | ? | -29% | -6% |
| Cc1noc(C)c1S(=O)(=O)N(CC(=O)NC1CCC(C)CC1)c1ccc(C(C)C)cc1 (stereo not given) | ? | -12% | 0% |
| CCC(=O)NN1CCc2cc3ccc(C)cc3nc21 | 31%[activator] | 7% | -5% |

Next part:
| compound | TDP1 cell CPT | DT40 TDP1 no CPT | GCN5L2 inh |
| --- | --- | --- | --- |
| COc1ccc(C(=O)NCCC(=O)NCc2cc(=O)n(C)c(=O)n2C)cc1 | 0% | 17% | 1% |
| COc1ccc(N2CCN(C(=O)[C@H](Cc3c[nH]c4ccccc34)NC(C)=O)CC2)cc1 | -4% | -2% | -15% |
| CC(NC(=O)c1ccc2c(c1)OCO2)c1cccc(C(F)(F)F)c1 (stereo not given) | -29% | -21% | -4% |
| Cc1ccc(CN2CCN(CC(=O)NC(C)CCc3ccccc3)C2=O)cc1 (stereo not given) | ? | ? | 2% |
| Cc1ccc(S(=O)(=O)Nc2c(C)nc3nc[nH]n3c2=O)c(C)c1 | 10% | 7% | -3% |
| O=C(CSCc1n[nH]c(=O)[nH]1)NCCOc1cccc(Oc2ccccc2)c1 | 1% | -2% | 1% |
| Cc1nn(CC(=O)N2CCC(C(N)=O)CC2)c(=O)c2nn(-c3ccccc3)c(C)c12 | -5% | 26% | ? |
| COC(=O)c1ccc(CSc2cc(C)c3cccc(C)c3n2)o1 | 5% | -5% | -15% |
| O=C(COC(=O)CN1C(=O)C2CCCCC2C1=O)Nc1c(Cl)cccc1Cl (stereo not given) | ? | -1% | 3% |
| CN1CCN(c2ncc3nc(-c4ccccc4)c(=O)n(CCC#N)c3n2)CC1 | ? | 16µM* | ? |
| CC1CC(NNC(=O)c2ccccc2)=Nc2ccccc2N1C (stereo not given) | 0% | 11% | -2% |
| CC(Oc1ccc(C(=O)NC2CCCCC2)cc1)C(=O)O (stereo not given) | 23% | -9% | -22% |
| COc1cccc(OC)c1Cn1nnc2c(=O)[nH]c(C3CCN(C(=O)c4ccccc4)CC3)nc21 | -29% | ? | -2% |
| COc1cc(/C=C/C(=O)NNC(=O)c2cccc(S(=O)(=O)N(C)C)c2)cc(OC)c1OC | 3% | 1% | -2% |
| CCS(=O)(=O)N1CCC(C(=O)c2ccc(Cl)cc2)CC1 | 21µM* | ? | -4% |
| COc1cc(-c2cnc3c(NC=O)cc(-c4ccc(C)cc4)cn23)cc(OC)c1OC | 0.16µM* | 0.1µM* | · |
| COc1ccc(NC(=O)c2cc(C)on2)cc1 | 1% | -25% | -12% |
| Fc1ccccc1N1CCN(c2ncnc3[nH]ncc23)CC1 | 15µM* | ? | -2% |
| COCCNC(=O)c1ccccc1-c1nc(-c2ccccc2OC)no1 | -26% | -7% | 1% |
| CN(NC(=O)c1ccc(Cl)cc1)c1ncc(C(F)(F)F)cc1Cl | 7% | ? | -2% |
| CCOc1cc(C(=O)Nc2ccc3oc(-c4ccc(CC)cc4)nc3c2)cc(OCC)c1OCC | 23µM* | 8.2µM* | -2% |
| CC1(c2nc3ccccc3[nH]2)CCCC2=Nc3ccccc3CN21 (stereo not given) | ? | 18µM* | · |
| COc1ccc2oc(C(=O)Nc3nc(-c4ccccn4)cs3)c(C)c2c1 | 5.8µM* | 5.8µM* | -5% |
| Cc1cc(=O)[nH]c(SCC(=O)c2ccc(O)c(O)c2)n1 | -7% | 0% | ? |
| CCN1CCN(C(=O)CCc2nnc3ccc(N4CCN(c5cccc(OC)c5)CC4)nn23)CC1 | -15% | -22% | 1% |

The list goes on.
| compound | TDP1 cell CPT | DT40 TDP1 no CPT | GCN5L2 inh |
| --- | --- | --- | --- |
| CC1CCN(CCOc2cccc(Br)c2)CC1 | 30% | -26% | -3% |
| CC(NC(=O)COC(=O)CSCc1ccccc1)c1ccccc1 (stereo not given) | 4% | -10% | -10% |
| O=C(Cc1ccccc1)NCCSCc1ccco1 | -13% | -16% | -3% |
| COc1ccc(CCn2c(=O)[nH]c3cc(C(=O)NCCN4CCOCC4)ccc3c2=O)cc1OC | -18% | -28% | 0% |
| COc1cccc(CN2c3ccccc3-c3nc(SCC(=O)Nc4ccccc4Cl)ncc3S2(=O)=O)c1 | -1% | -22% | -5% |
| COCCCn1c(SCC(=O)N2CCOCC2)nc2cc(Cl)ccc2c1=O | -2% | 5% | 1% |
| CCC(C)NC(=O)c1ccc(Cn2c(=O)c3cccn3c3cccnc32)cc1 (stereo not given) | -10% | ? | -6% |
| Cc1cccc(CSc2nc(-c3cccc(C)c3)nc3c2Cc2c(CO)cnc(C)c2O3)c1 | ? | ? | -10% |
| CC(=O)N1c2ccc(S(=O)(=O)N3CCC(C(=O)Nc4ccc(F)cc4)CC3)cc2CC1C (stereo not given) | 18µM* | 13µM* | 0% |
| Cc1nn(CC(=O)O)c(C)c1N | -1% | 0% | 14% |
| CSc1nsc(SCC(=O)Nc2ccccc2F)n1 | 11% | -17% | 0% |
| CCOC(=O)c1c(NC(=O)C2COc3ccccc3O2)sc2c1CC(C)(C)NC2(C)C (stereo not given) | 13µM* | 12µM* | -7% |
| CCc1cc2c(cc3c(=O)n(CC(=O)N4CCC(C)CC4)nc(CC)n32)s1 | 16µM* | ? | -7% |
| CCOCCCNC(=O)c1ccc(NC(=O)N2CCCCc3ccccc32)cc1 | ? | ? | 31%[activator] |
| CCOc1ccc(N2CC(C(=O)Nc3nnc(CC)s3)CC2=O)cc1 (stereo not given) | 0% | 0% | 0% |

Screening results: PubChem, National Center for Advancing Translational Sciences (NCATS)
